SENP8 inh: SENP8 protease inhibitors, primary screen, biochemical, luminescence. purified SENP8, Z-RLRGG-aminoluciferin cleavage. inhibition, % at 10 µM. actives 1.2% (n = 330,000)
Target sequence (Q96LD8 whole entry, looked up): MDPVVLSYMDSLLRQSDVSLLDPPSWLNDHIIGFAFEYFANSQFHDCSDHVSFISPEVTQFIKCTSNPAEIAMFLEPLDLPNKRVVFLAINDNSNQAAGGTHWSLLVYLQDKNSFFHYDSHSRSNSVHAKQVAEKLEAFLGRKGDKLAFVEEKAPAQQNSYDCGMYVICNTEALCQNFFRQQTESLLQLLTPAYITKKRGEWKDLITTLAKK
SENP7 inh: SENP7 protease inhibitors, primary screen, biochemical, luminescence, uHTS. recombinant SENP7, Z-RLRGG-aminoluciferin luminescence, 40 min. inhibition, % at 5 µM. actives 1.5% (n = 330,000). AID 434973, 2010;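 active = inhibition above about 50% at the single test dose, limit read from the data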;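 note: plate controls were DMSO with enzyme for no effect and no enzyme buffer wells for full effect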
Target sequence (Q9BQF6 706-1050 limits assumed): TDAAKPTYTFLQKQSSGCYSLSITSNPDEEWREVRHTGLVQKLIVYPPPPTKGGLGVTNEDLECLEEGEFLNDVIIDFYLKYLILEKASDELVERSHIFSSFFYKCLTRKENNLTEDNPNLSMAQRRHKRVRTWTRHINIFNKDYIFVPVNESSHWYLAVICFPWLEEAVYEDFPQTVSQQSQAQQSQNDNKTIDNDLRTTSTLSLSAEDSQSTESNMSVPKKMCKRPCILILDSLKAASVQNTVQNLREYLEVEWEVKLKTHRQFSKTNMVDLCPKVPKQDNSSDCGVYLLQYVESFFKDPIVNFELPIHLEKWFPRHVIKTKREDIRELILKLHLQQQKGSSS
HKDC1 inhibitor: HKDC1 hexokinase inhibitors, primary screen, biochemical, fluorescence, uHTS. Q2TB90. actives 0.16% (n = 340,000). recombinant HKDC1, G6PDH/diaphorase resazurin coupled fluorescence. AID 493160, 2011. inhibition, % at 20 µM;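 active = inhibition above about 35% when tested at 20 µM, limit read from the data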;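 note: plate controls were DMSO wells with enzyme for no effect and DMSO wells lacking enzyme for full effect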
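Incubation: 90 min at room temperature in dark / Material: recombinant HKDC1 (HK5) hexokinase enzyme, produced in-house / Quantity: enzyme 5 µg/mL final / Compound: one dose of 20 µM, 1% DMSO / Reagent: glucose and ATP substrates / Buffer or medium: Tris pH 8.0 buffer with MgCl2, Tween-20, BSA, BME / Technique: resorufin fluorescence at 613 nm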
Gli-Sufu antag: Gli-Sufu pathway antagonists, primary screen, luciferase luminescence, Sufu-KO-LIGHT cells, uHTS | inhibition, % at 5 µM | actives 0.74% (n = 340,000) | Sufu-KO-LIGHT fibroblasts, Gli luciferase reporter luminescence | AID 588413, 2011;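 active = inhibition above about 55%, limit read from the data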;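 note: 0% = DMSO-treated cells and 100% = wells with medium but no cells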
Jurkat NFkB inh: inhibitors of induced NF-kB luciferase reporter, primary screen, TCR NF-kB activation inhibitor project, cell-based, luminescence, uHTS | actives 0.53% (n = 330,000) | AID 435003, 2010 | Jurkat, PMA/ionomycin-induced NF-kB luciferase reporter | inhibition, % at 4 µM
UBC13 inh: UBC13 polyubiquitin chain formation inhibitors, primary screen, biochemical, TR-FRET, uHTS; Ubiquitin-conjugating enzyme E2 N (Homo sapiens), P61088; inhibition, % at 20 µM; actives 0.47% (n = 330,000); in the data active = inhibition above about 45%, passing the limit was not always enough
Target sequence (P61088 whole entry, looked up): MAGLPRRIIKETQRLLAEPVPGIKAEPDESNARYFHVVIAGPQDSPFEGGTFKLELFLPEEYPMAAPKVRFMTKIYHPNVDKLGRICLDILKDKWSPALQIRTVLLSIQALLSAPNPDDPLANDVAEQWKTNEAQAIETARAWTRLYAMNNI
Apaf1 inhib: inhibitors of human Apaf-1 apoptosome, primary screen, biochemical, DEVD-Rh110 fluorescence, uHTS | reconstituted apoptosome caspase-3 activity | inhibition, % at 20 µM | actives 0.71% (n = 330,000) | AID 489030, 2010; active = inhibition of at least 40% at 20 µM;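 note: plate controls were DMSO wells for no effect and DEVD-CHO caspase inhibitor wells for full effect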
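Material: reconstituted apoptosome with Apaf-1, cytochrome c, caspase-9, procaspase-3, dATP / Buffer or medium: pH 7.5 Hepes buffer with CHAPS, BSA, DTT / Also added: cytochrome c with DEVD-Rh110 / Schedule: compound with Apaf-1, dATP, procaspase-3 30 min, then 50 min reaction, room temperature / Technique: rhodamine 110 fluorescence at Ex 480/Em 540 nm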
697 NFkB inh: inhibitors of PMA/ionomycin-induced NF-kB reporter, 697 cells, primary screen, B-cell NF-kB inhibitor project, cell-based, luminescence, uHTS; inhibition, % at 4 µM; actives 0.33% (n = 330,000); 697 B-cell NF-kB luciferase reporter, 16 h; in the data active = inhibition above about 35%
* = called active by the depositor; nt = no result given. Cut-off read from the data, not from the text of the source, unless noted: active = inhibition above about 50%; inactive = the rest.

cpd	Compound	SENP8 inh	UBC13 inh	Jurkat NFkB inh	Apaf1 inhib
1	Cc1ccc(C2=NNC(C(O)C(O)C(O)CO)S2)cc1 (centres undefined)	-8	3	-14	-8
2	CCCCCN(C(=O)CCC(=O)OCc1cccc(F)c1)c1c(N)n(CCCC)c(=O)[nH]c1=O	0	1	-4	-1
3	COc1ccc(S(=O)(=O)N(C)CC(=O)N2CCC(C)CC2)cc1Cl	-7	-6	-2	-6
4	CCCC[C@@H]1C=C(C(=O)O)[C@H](c2ccc3c(c2)OCO3)N1S(=O)(=O)c1ccc(C)cc1	-5	-16	0	-2
5	COc1cc2ccccc2cc1C(=O)OCC(=O)NC1CCS(=O)(=O)C1 (centres undefined)	5	12	1	1
6	CCc1nc(CN2CCN(c3cc(C(F)(F)F)ccn3)CC2)c(C)[nH]1	-9	2	26	-7
7	CN1CCN(c2nc3c(c(=O)n(C)c(=O)n3C)n2Cc2cccc3ccccc23)CC1	-1	-2	14	4
8	COc1ccccc1NNC(=O)C(O)(c1ccccc1OC)c1ccccc1OC	-14	-7	-11	12

cpd	SENP7 inh	697 NFkB inh	Gli-Sufu antag	HKDC1 inhibitor
1	-1	-34	-12	-5
2	-9	12	13	4
3	15	-3	2	-15
4	-2	0	-8	-3
5	5	13	3	-4
6	-13	-49	9	-4
7	3	22	0	-2
8	-7	-8	-4	1

(further entries)
cpd	Compound	SENP8 inh	UBC13 inh	Jurkat NFkB inh	Apaf1 inhib
9	CCN1CCN(c2cc(C)c3cc(NC(=S)N(C)Cc4ccccc4)ccc3n2)CC1	-7	7	-21	14
10	O=C(N/N=C/c1ccc2c(c1)OCO2)c1ccn(Cc2ccc(Cl)cc2)n1	-2	-6	0	-14
11	COc1ccccc1NC(=O)Nc1ccc2[nH]c(=O)[nH]c2c1	-13	6	-11	0
12	CC(C)CCN1CCNC(=O)C1CC(=O)NCCCN1CCOCC1 (centres undefined)	-9	-4	-7	-6
13	O=C(c1ccc2ccccc2c1)N1CCN(c2ccc(C(F)(F)F)cn2)CC1	-8	-9	3	20
14	O=C(Nc1ccc2[nH]c(=O)[nH]c2c1)c1cccc([N+](=O)[O-])c1	-1	1	0	-7
15	Cc1ccc(CNC(=O)C2CCN(S(=O)(=O)c3ccc4nc5c(c(C(=O)O)c4c3)CC(C)CC5)CC2)cc1 (centres undefined)	3	-15	-2	3
16	COc1cc(OC)cc(C(=O)Nc2ccc(N3CCN(C(=O)c4cccs4)CC3)cc2)c1	-9	-3	64*	10

cpd	SENP7 inh	697 NFkB inh	Gli-Sufu antag	HKDC1 inhibitor
9	-5	-17	9	0
10	4	-3	-14	-5
11	-11	-16	-22	0
12	11	-8	-4	-1
13	-1	5	12	0
14	0	3	0	-2
15	-11	-11	5	-4
16	3	-63	6	2

The listing continues.
cpd	Compound	SENP8 inh	UBC13 inh	Jurkat NFkB inh	Apaf1 inhib
17	CN1C(=O)C(/C(N)=N/NC(=O)c2ccccc2)C2CC1(C)Oc1ccccc12 (centres undefined)	2	1	2	-9
18	COc1ccc(OCCCCN(C)Cc2ccccc2)cc1	-2	2	-2	4
19	CC(C)(C)NC(=O)c1ccc(NC(=O)c2ccccc2-c2ccccc2C(=O)O)cc1	4	-5	-7	-3
20	O=C(O)CC(NC(=O)OCc1ccccc1)c1ccccc1 (centres undefined)	2	6	5	-3
21	NC(=S)COc1ccccc1	6	-6	-4	-26
22	Cn1c(=O)cc(OCCCC(=O)NCc2ccc3c(c2)OCO3)c2ccccc21	-2	13	-1	-4
23	O=C(NC1CCNCC1)C1CC1	-5	8	7	-11
24	Cc1[nH]n(-c2cccc(Cl)c2)c(=O)c1-c1ccc(Cl)cc1	-6	0	-1	5

cpd	SENP7 inh	697 NFkB inh	Gli-Sufu antag	HKDC1 inhibitor
17	6	0	8	-4
18	-3	-1	8	1
19	2	12	5	-6
20	6	14	-59	7
21	2	-1	-5	-1
22	-4	4	1	-2
23	2	13	2	-12
24	-5	19	6	3

The list continues:
cpd	Compound	SENP8 inh	UBC13 inh	Jurkat NFkB inh	Apaf1 inhib
25	COc1cc2cc(CN(C(=O)NC3CCCCC3)C3CCCC3)c(=O)[nH]c2cc1OC	-2	9	7	8
26	COCCCn1cnc2c(c1=O)c1nc3ccccc3nc1n2-c1ccccc1	-6	-8	4	3
27	COc1ccc(C(=O)COc2ccccc2C#N)cc1	-5	-2	-54	-9
28	COc1ccc(C2/C=C\CN(CC(C)C)CC(=O)N2Cc2cccc(F)c2)cc1 (centres undefined)	nt	nt	nt	22
29	COc1ccc(S(=O)(=O)N2CCOCC2)cc1NC(=O)CSc1nnnn1C1CC1	-2	-5	2	0
30	CCO[C@@H]1OC(C(=O)N2CCOCC2)=C[C@H](c2ccc(C(F)(F)F)cc2)[C@H]1CCCO	0	3	24	1
31	COCCSc1ccccc1C(=O)Nc1ccc([N+](=O)[O-])cc1OC	-4	-8	5	7
32	O=C(CCC(=O)c1cccs1)OCC(=O)N1CCN(C(=O)c2ccco2)CC1	1	6	-3	2

cpd	SENP7 inh	697 NFkB inh	Gli-Sufu antag	HKDC1 inhibitor
25	1	19	-1	-6
26	1	13	-2	3
27	7	-59	-42	0
28	4	11	2	-1
29	5	4	0	-3
30	-8	9	17	-1
31	2	5	-1	1
32	3	28	-13	5

More compounds
cpd	Compound	SENP8 inh	UBC13 inh	Jurkat NFkB inh	Apaf1 inhib
33	O=c1cc(-c2ccccc2)oc2ccc(Br)cc12	45	11	-140	7
34	CCOC(=O)c1c(C)[nH]c(C)c1S(=O)(=O)NCC1CCN(Cc2ccccc2OC)CC1	-5	5	14	-1
35	O=C1C(=O)N(CNc2cccnc2)c2ccccc21	-12	3	6	4
36	COc1ccc(SC[C@H](Cc2ccccc2)N2CC[C@@H](O)CCC2=O)cc1	9	4	4	-3
37	CCCCNc1nnc(SCC(=O)c2c[nH]c3ccccc23)s1	-13	0	-3	8
38	c1ccc(C2CNCc3c2ccc2ccccc32)cc1 (centres undefined)	-6	22	32	14
39	Cn1c(=O)c(Oc2cc(Cl)cc(Cl)c2)nc2ccccc21	8	20	12	-22
40	CCc1nc(Nc2cccc(OC)c2)c2oc3ccccc3c2n1	-12	13	-2	20

cpd	SENP7 inh	697 NFkB inh	Gli-Sufu antag	HKDC1 inhibitor
33	73*	-134	-74	-1
34	1	5	12	-4
35	-6	0	42	10
36	-1	18	-5	2
37	-5	-3	-4	-7
38	-3	4	7	-16
39	0	1	0	-12
40	-9	-7	-9	4

(more compounds)
cpd	Compound	SENP8 inh	UBC13 inh	Jurkat NFkB inh	Apaf1 inhib
41	COc1ccc(NS(=O)(=O)c2cc(NC(=O)CNC(=O)c3ccc(C)s3)ccc2Cl)cc1	-8	-6	4	9
42	CC(C)(CO)NC(=O)C(c1ccccc1)c1ccccc1	-10	-3	-20	-2
43	Cc1ccc(C(O)(C(=O)NNS(=O)(=O)c2ccc(C)cc2)c2ccc(C)cc2)cc1	5	7	16	-4
44	CCCCSCc1ccc(C(=O)O)o1	6	6	-2	0
45	O=C(Nc1ccc(Oc2cccnc2)cc1)C1CCN(Cc2cc(Cl)ccc2O)CC1	2	25	45	10
46	NC(=O)c1ccc(NC(=O)c2cncn2-c2ccccc2)cc1	-17	0	-17	4
47	O=C(C1CCN(S(=O)(=O)c2cccnc2)CC1)N1CCN(c2ccc(Cl)cc2)CC1	-12	-6	30	-14
48	c1ccc(COc2ccc(CNn3cnnc3)cc2)cc1	-12	9	-5	-7

cpd	SENP7 inh	697 NFkB inh	Gli-Sufu antag	HKDC1 inhibitor
41	0	-18	9	10
42	-11	-10	-9	-13
43	5	9	6	-2
44	6	5	-9	2
45	-2	-9	4	-1
46	-13	-5	4	-10
47	-5	-5	30	2
48	2	2	-9	-14

Continued.
cpd	Compound	SENP8 inh	UBC13 inh	Jurkat NFkB inh	Apaf1 inhib
49	Cc1ccc(CN2CC(=O)N3[C@H]4c5ccccc5OC[C@@H]4[C@H](c4ccccc4)[C@]3(C)C2=O)cc1	-14	-9	-9	26
50	CC1CCN(C(=O)COC(=O)Cn2cnc3c2c(=O)n(C)c(=O)n3C)CC1	8	6	8	-3
51	Cc1cccc(N2CCN(C(=O)CCCCCn3c(=S)[nH]c4ccc(N5CCOCC5)cc4c3=O)CC2)c1C	-7	15	-10	14
52	Cc1cc(C)n(CC(O)CN2c3ccccc3Sc3ccccc32)n1 (centres undefined)	-6	13	-13	26
53	CC(C)(C)C(=O)Cn1c(NCCCO)nc2ccccc21	-12	-1	-7	3

cpd	SENP7 inh	697 NFkB inh	Gli-Sufu antag	HKDC1 inhibitor
49	-10	-15	-12	-1
50	-5	28	-9	-4
51	-3	-54	8	17
52	-3	-21	11	-1
53	6	-18	-2	-3

An excerpt from above in order of molar mass, smallest number first.
cpd	Compound	SENP8 inh	UBC13 inh	Jurkat NFkB inh	Apaf1 inhib
48	c1ccc(COc2ccc(CNn3cnnc3)cc2)cc1	-12	9	-5	-7
46	NC(=O)c1ccc(NC(=O)c2cncn2-c2ccccc2)cc1	-17	0	-17	4
52	Cc1cc(C)n(CC(O)CN2c3ccccc3Sc3ccccc32)n1 (centres undefined)	-6	13	-13	26
47	O=C(C1CCN(S(=O)(=O)c2cccnc2)CC1)N1CCN(c2ccc(Cl)cc2)CC1	-12	-6	30	-14
49	Cc1ccc(CN2CC(=O)N3[C@H]4c5ccccc5OC[C@@H]4[C@H](c4ccccc4)[C@]3(C)C2=O)cc1	-14	-9	-9	26

cpd	SENP7 inh	697 NFkB inh	Gli-Sufu antag	HKDC1 inhibitor
48	2	2	-9	-14
46	-13	-5	4	-10
52	-3	-21	11	-1
47	-5	-5	30	2
49	-10	-15	-12	-1

Source: PubChem (Sanford-Burnham Center for Chemical Genomics)
